# Screens (PubChem BioAssay)
# Rad51 HR inh: blocks human Rad51 in homologous recombination; Q06609; hRad51 DNA strand exchange, fluorescence dequenching; inhibition, % at 10 µM; 200,000 compounds, 0.085% hits; AID 1385;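 active means inhibition above 40% at the single screening dose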;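 further: 0% = DMSO control wells and 100% = blanks with heterologous ssDNA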
#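 System: human Rad51 nucleoprotein filaments preassembled on unlabelled ssDNA. Reagent: labelled 47-mer dsDNA for strand exchange. Schedule: 30-min compound preincubation and 15-min exchange, both room temperature. Measured by: FRET fluorescence dequenching, excitation 485 nm, emission 520 nm. Read-out: Fluorescence-based percent inhibition, control- and blank-normalised. Benchmarks: plate controls and plate blanks.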
# TNF death inh: inhibitors of TNF-alpha induced necroptosis in Jurkat FADD-/- cells; Jurkat FADD-/- TNF necroptosis rescue, ATP luminescence, 24 h; 0 = TNF only, 100 = no-TNF cells; 220,000 compounds, 0.068% hits; activation (protection from cell death), % at 10 µM; AID 463075;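 active means activation, meaning protection from cell death, of at least 50% relative to plate controls; inactive means activation below 50%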;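 further: necroptosis triggered by 40 ng/mL TNF-alpha added together with compound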
# eIF4E 4G PPI: inhibitors of eIF4E and eIF4G interaction in translation initiation. P63073+Q04637. TR-FRET eIF4E-eIF4GI(517-606) binding, 2 h. inhibition, % at 21.7 µM. 220,000 compounds, 0.37% hits. AID 782;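 active means inhibition above about 30%, limit read from the data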;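 further: 0% = full FRET control wells and 100% = background wells lacking eIF4GI fragment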
# Cl transport mod: modulators of human KCC2 chloride dependent transport; B-score of Tl+ flux slope (higher = more flux/activation; lower = inhibition) at 10 µM; KCC2 cells, thallium flux FluoZin-2 fluorescence; AID 1456; 190,000 compounds, 2.2% hits;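 active means thallium flux slope and its plate-corrected score both differing from the plate sample mean at a set confidence after two filtering rounds, in either direction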;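 further: slope of fluorescence scaled to starting intensity during 10 to 20 s after thallium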
# Calpain2 inh: blocks pig calpain II enzyme activity; purified calpain II, fluorogenic peptide substrate, 30 min; 220,000 compounds, 0.37% hits; inhibition, % at 16 µM;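 active means inhibition above about 50%, limit read from the data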
# PERK inh: inhibitors of human PERK kinase | Q9NZJ5 | CHO PERK-DD fusion, SEAP luminescence translation reporter | inhibition, % at 5.6 µM | 220,000 compounds, 0.17% hits;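 active means inhibition above the mean inhibition of all tested compounds plus 3 SD, set separately per screening campaign, cut at about 2.9% in these data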;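 further: PERK kinase domain activated by AP20187 dimerizer at 100 nM; 0% = DMSO with dimerizer and 100% = rapamycin at 8.4 µM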
# Target sequence (Q9NZJ5 whole entry, looked up, the tested form may be a part): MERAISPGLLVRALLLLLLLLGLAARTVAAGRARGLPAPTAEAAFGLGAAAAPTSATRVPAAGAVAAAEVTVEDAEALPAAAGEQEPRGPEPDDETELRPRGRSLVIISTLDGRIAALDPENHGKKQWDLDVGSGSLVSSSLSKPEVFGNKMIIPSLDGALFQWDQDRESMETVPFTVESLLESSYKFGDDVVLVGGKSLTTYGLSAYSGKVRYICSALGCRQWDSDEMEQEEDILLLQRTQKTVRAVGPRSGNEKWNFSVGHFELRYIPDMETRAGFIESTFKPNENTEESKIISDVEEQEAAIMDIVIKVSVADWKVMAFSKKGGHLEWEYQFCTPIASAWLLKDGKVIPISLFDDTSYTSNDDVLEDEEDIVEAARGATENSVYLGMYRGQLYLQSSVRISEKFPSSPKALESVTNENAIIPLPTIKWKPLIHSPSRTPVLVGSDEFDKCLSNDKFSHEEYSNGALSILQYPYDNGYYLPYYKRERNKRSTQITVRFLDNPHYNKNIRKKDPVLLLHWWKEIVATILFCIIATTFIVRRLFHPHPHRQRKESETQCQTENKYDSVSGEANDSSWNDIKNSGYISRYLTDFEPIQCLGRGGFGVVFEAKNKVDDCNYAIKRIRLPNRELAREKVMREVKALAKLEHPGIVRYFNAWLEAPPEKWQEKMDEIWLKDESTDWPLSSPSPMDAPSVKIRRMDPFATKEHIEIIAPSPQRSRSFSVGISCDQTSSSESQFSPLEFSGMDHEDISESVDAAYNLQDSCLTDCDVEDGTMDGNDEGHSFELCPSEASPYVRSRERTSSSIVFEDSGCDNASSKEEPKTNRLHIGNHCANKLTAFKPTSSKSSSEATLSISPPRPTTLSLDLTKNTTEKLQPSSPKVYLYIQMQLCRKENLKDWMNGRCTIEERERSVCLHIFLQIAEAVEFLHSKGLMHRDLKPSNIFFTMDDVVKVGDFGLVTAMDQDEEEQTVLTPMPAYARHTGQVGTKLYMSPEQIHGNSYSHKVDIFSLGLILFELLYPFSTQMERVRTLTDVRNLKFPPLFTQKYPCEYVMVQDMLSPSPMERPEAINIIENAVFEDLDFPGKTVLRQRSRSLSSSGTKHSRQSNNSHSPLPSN
# MDM2 E3 inh: Mdm2 E3 ligase (human) inhibition; cell-based MDM2 ubiquitination luciferase reporter, 2 h; 0 = plate control, 100 = twice control, blank-subtracted; signal enhancement, % at 5 µM; 210,000 compounds, 0.11% hits;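 active means signal enhancement of 30% or more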;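 further: luminescence tracks abundance of the self-degrading MDM2-luciferase fusion protein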
#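 Buffer or medium: Cells held in DMEM | Assay system: Stable mammalian line carrying autodegrading MDM2–luciferase fusion reporter | Quantity: 2000 cells/well | Times: 4 h settle plus 2 h compound, 37 °C | Doses: One concentration, 5 µM, with 0.2% DMSO | Technique: Luminescence with SteadyLite reagent, 15 min at room temperature | Benchmarks: Plate controls and plate blanks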
# zVAD death inh: L929 zVAD cell death inhibition | L929 zVAD necroptosis rescue, ATP luminescence, 24 h; with zVAD 60 µM | viability rescue, % at 10 µM | 220,000 compounds, 0.38% hits;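 active means activation, scaled between plate controls, above about 75%, limit read from the data; inactive means activation under that limit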;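 further: 0% = zVAD with DMSO and 100% = DMSO alone without zVAD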
# EBV gp42 inh: inhibitors of Epstein-Barr virus glycoprotein 42. Fluorescence polarization binding assay, mP read-out. Q1HVG2. 220,000 compounds, 0.42% hits. inhibition, % (tested at 21.74 µM); in the data active means inhibition above about 50%
# Starred values were filed as active, the others as inactive; nt = not tested or not shown; & = joins results of further samples; [ ] = dose if it differs, or a comment.
SMILES,Rad51 HR inh,TNF death inh,eIF4E 4G PPI,Cl transport mod,Calpain2 inh,PERK inh,MDM2 E3 inh,zVAD death inh,EBV gp42 inh
CC1=C(C(=O)NCc2ccccc2)C(c2cc(Br)cc(Br)c2OC(C)C)NC(=O)N1 (configuration not stated),1,-1.5,-7[fluorescence artefact?],0.74,-7,-0.4,-9,-0.1,-7
Cc1cc(Cl)c(S(=O)(=O)NC(C)C)cc1OCC(N)=O,2,0.4,12,1.1,-8,0.9,-4,0.2,-1
Cc1cc(C)c(C)c(S(=O)(=O)N2CCN(C(=O)CCC(=O)N3CCOCC3)CC2)c1C,11,-0.5,-7,0.067,9,0.1,nt,0.2,-18
O=C(CCCCCNc1nc(=S)[nH]c2ccccc12)NCCc1ccc(Cl)cc1,16,0.5,0,0.11,-12,0.1,1,-0.4,-26
Cc1ccccc1C(=O)/C=C1\NC(=O)CS1,-4,0.0,-2[fluorescence artefact?],0.14,-6,-0.6,-19,0.2,-15
Cc1nnc(Sc2c(N)n(C)c(=O)[nH]c2=O)s1,-4,-3.2,6,-0.14,-2,1.0,-23,0.2,-8
O=C(c1sc2ccccc2c1Cl)N(Cc1ccccc1Cl)C1CCS(=O)(=O)C1 (configuration not stated),-8,0.5,1,0.2,-14,-0.1,6,0.2,-6
COC(=O)Cc1ccc(N(Cc2ccccc2F)S(=O)(=O)c2ccc(Cl)cc2)cc1,nt,2.1,0,-1.2,12,-0.7,-4,nt,-6
O=C(O)CCc1ccc(-c2ccccc2)o1,3,-1.7,7,0.35,13,0.0,-8,0.2,-9
COc1cc(C2c3c(-c4ccccc4)n[nH]c3C(=O)N2c2ccccc2)ccc1O (configuration not stated),0,-0.6,7,-2.4,-31,-0.3,-4,-0.1,-8
COc1ccc(OC)c(C2=NOC(C(=O)N3CCCc4ccccc43)C2)c1 (configuration not stated),-9,0.9,6,0.45,-7,-0.5,-15,-0.3,-4
Oc1ccc2oc3c(c2c1C=NCc1ccncc1)CCCC3,nt,-7.4,4,-0.53,16,-0.3,1,0.6,-4
CCc1ccccc1N(CC(=O)O)S(C)(=O)=O,5,-0.5,1,1.4,-17,0.9,-13,-0.2,-15
COc1ccc(N2CC(NC(=O)Nc3ccccc3)CC2=O)cc1 (configuration not stated),-13,2.8,-1,0.75,10,-0.5,-18,2.4,-4
CC(Cc1ccccc1)C(=O)N(C)Cc1cccnc1 (configuration not stated),-2,1.1,3[fluorescence artefact?],-0.2,4,-0.1,nt,-0.4,-21
CN(C)c1ccc(C(=O)c2ccc(N(C)C)c3ccccc23)cc1,nt,-11,-4,-0.23,5,-0.7,19,-1.4,-13
O=C1OC(c2ccccc2)=NC12CC2c1ccc(Cl)cc1 (configuration not stated),10,0.5,10,-0.52,-23,1.6,5,0.2,7
O=C(c1cccnc1)N1CCC(c2nc3ccccc3[nH]2)CC1,-1,1.7,0[fluorescence artefact?],nt,-37,0.3,-17,2.2,-3
O=C1/C(=C/c2ccncc2)SC(=S)N1C1CCS(=O)(=O)C1 (configuration not stated),-2,-21,-4,nt,-3,1.2,-11,-0.5,-13
CC(=O)Oc1ccc(C(=O)Nc2cccc(C(=O)NC(C)(C)C)c2)cc1,9,1.4,-4,0.17,2,0.8,-7,8.9,-7
O=C(NCCCN1CCOCC1)[C@@H]1CSC2c3ccccc3C(=O)N21 (some centres not stated),10,0.5,-3,nt,4,0.1,-3,0.0,-21
CCOC(=O)CNC(=O)CSc1ccc2nnc(-c3cccnc3)n2n1,-30,0.1,0,0.11,-146,0.6,-13,2.5,-18
Cn1cc(/C=C2\SC(=O)NC2=S)c2ccccc21,-21,-1.0,-5,21*,33,1.0,-16,14,72*
Cc1ccc(NC(=S)NNC(=O)c2ccco2)cc1,-2,-3.3,0,nt,20,0.0,3,0.1,-6
COc1ccc(CCNC(=O)c2ccc(CNS(=O)(=O)c3ccc(C(C)(C)C)cc3)cc2)cc1OC,-8,0.2,-1,-0.2,-31,-0.6,-10,1.5,1
CN(C)CCCN(Cc1cc2cc3c(cc2[nH]c1=O)OCO3)C(=S)NCc1ccco1,-7,2.2,1,-0.47,-190,0.2,4,0.5,-1
CC(NC(=O)CN(C)CC(=O)Nc1ccc(F)c(F)c1F)c1ccccc1 (configuration not stated),-5,2.1,1,-0.97,-8,-0.6,-1,1.3,0
CCCCCCN(C(=O)CCCCCN1C(=O)NC(c2ccc(-c3ccccc3)cc2)C(C(=O)OCc2ccccc2)=C1C)C(C(=O)NCCCC)c1ccc(OCC(=O)OC)cc1 (configuration not stated),nt,3.1,1,0.027,-8,-0.2,nt,6.8,-3
CCCCOc1ccc(-c2c(C#N)c(N)[nH]c(=S)c2C#N)cc1,nt,0.7,-5,7.4,4,0.8,2,-0.2,-1
Cc1cc(N)n(-c2ccc(Oc3ccccc3)c(S(=O)(=O)O)c2)n1,6,1.9,-4,1.2,-47,0.8,-8,2.4,11
O=C1c2ccccc2C(=O)N1c1ncn[nH]1,-15,-1.5,2,-0.68,-16,1.4,-10,1.0,-7
COC(=O)c1ccc(S(=O)(=O)NCc2ccc(OC)cc2)n1C,11,0.7,2,-0.15,13,0.1,-6,1.2,-3
O=C(c1cnc2sccn2c1=O)N(Cc1ccccc1)c1ccccn1,-2,-0.4,4[fluorescence artefact?],0.54,85*,0.8,-9,0.3,0
COc1cc(Cl)c(C)cc1NC(=O)COC(=O)c1cc[n+]([O-])cc1,28,0.0,1,1.4,-32,1.6,-16,5.2,-27
Cc1ccc(C2CN(c3ccccc3)CC2C(=O)c2ccc(F)cc2)cc1 (configuration not stated),18,-1.9,9,-0.41,-5,0.3,-8,-0.2,0
CCc1ccc(N2CC(O)(c3cccs3)[N+]3=C2SCCC3)cc1 (configuration not stated),-4,1.7,-4,0.022,40,-0.6,-21,-1.6,-11
COc1ccc(C(C(=O)NC2CCCC2)N(Cc2ccccc2)C(=O)CNC(=O)c2ccco2)cc1 (configuration not stated),4,-1.1,-4,0.09,-4,-0.3,-17,-0.6,0
Cc1ccc(C)c(CSc2nnc(-c3cccs3)n2Cc2ccco2)c1,1,-1.3,4,-1.2,23,-0.7,-25,-0.3,11
O=C(NNc1c2ccccc2nc2ccccc12)c1cccc(O)c1,2,-10,-5,-0.84,1,0.1,-20,-0.5,-11
CC(C)(C)C(=O)Nc1ccccc1C(=O)Nc1cccnc1,5,-0.5,0,-0.01,-15,-0.4,-26,1.2,-15
O=C(O)CCSc1ccc2ccccc2n1,-2&-2,-0.7&-3.0,2&2,-1.2,19&-10,1.0&2.6,-8&-17,-0.4&1.4,-15&-13
CCOC(=O)c1sc(Nc2cccc(Cl)c2)nc1C,-10,3.8,1,0.83,-7,-0.8,-9,1.4,-4
CCCCN1C(=O)C(O)(CC(=O)c2c(C)coc2C)c2ccccc21 (configuration not stated),11,-1.3,2,0.37,-16,-0.1,-15,1.5,-4
Cc1ccccc1N(CC(=O)Nc1ccccc1C(=O)NCc1ccco1)S(=O)(=O)c1ccccc1,-1,0.7,19,0.21,-9,-0.6,-10,-0.1,-11
COc1ccc(C(=O)NC(=S)NCc2cccnc2)cc1OC,8,-0.2,1,-0.52,-18,1.1,2,20,-13
Cc1cccc(N(CC(=O)NC2CCCC2)C(=O)c2cc3cc4cccc(C)c4nc3s2)c1C,3,4.7,-4,nt,-88,1.0,-2,1.1,-1
CN(C(=O)c1ccc(COc2ccccc2Br)o1)c1ccccc1,36,-2.0,-2,-1.9,6,0.7,-11,-0.1,4
OC1(c2cccs2)CN(c2ccc(Cl)cc2)C2=[N+]1CCCC2 (configuration not stated),10,2.2,-3,-0.31,16,0.1,-5,0.1,-4
C=CCSc1nnc(NC(=O)CSc2ccccn2)s1,-2,5.2,-5,-0.93,19,0.8,-20,0.3,-6
CCOC(=O)Cc1csc(NC(=O)CC(C)(C)C)n1,-13,0.0,1,0.78,12,0.7,-12,0.4,-25
CC(C)(C)c1nnc2sc(SCCN3C(=O)c4ccccc4C3=O)nn2c1=O,-3,-2.7,-3,-0.71,-4,-0.4,-16,-0.2,-11
Cc1ccc(-c2nc3cccnc3o2)cc1NC(=O)COc1ccc(Cl)cc1C,4,-0.4,1,0.47,4,1.5,-25,0.1,-11
COc1ccc(C2COC(=O)C2=N)c(NC(=O)c2ccc(Cl)cc2)c1 (configuration not stated),-30,2.6,12,0.42,-10,0.2,8,1.6,-20
Cc1ccc(C)c(N(CC(=O)NC2CCCC2)C(=O)CCCC(=O)Nc2ccccn2)c1,1,1.2,-3,-0.0088,18,-0.3,-2,2.5,-6
COc1ccc(C(=O)Cc2ccc3c(c2)OCO3)c(O)c1,nt,1.4,4,-0.04,-18,1.1,-14,0.7,-18
O=C1OCC(CO)(CO)N=C1NNc1ccc(Cl)c(Cl)c1,-6,-3.5,-3,nt,17,0.6,-4,-0.6,-4
COC(=O)c1ccc(C(=O)OC)c(NC(=O)CN2CCN(c3ccccc3)CC2)c1,-1,-0.3,-4,-0.74,21,0.9,-3,1.3,-7
COc1ccc(C(OC(=O)c2ccco2)C(=O)NC2CCCCC2)cc1OC (configuration not stated),-1,-2.2,6,0.88,17,-0.2,-20,-0.3,-7
NC(=O)OCC(COC(N)=O)c1ccccc1,-5&-3,0.0,1,-1.4,1,0.8,nt,0.1,-9
O=C(COC(=O)CNS(=O)(=O)c1ccccc1)Nc1ccc(Cl)cn1,7,0.6,-3,nt,17,0.1,-7,0.3,-6

# Looked up one by one from above, two records:
SMILES,Rad51 HR inh,TNF death inh,eIF4E 4G PPI,Cl transport mod,Calpain2 inh,PERK inh,MDM2 E3 inh,zVAD death inh,EBV gp42 inh
CC(=O)Oc1ccc(C(=O)Nc2cccc(C(=O)NC(C)(C)C)c2)cc1,9,1.4,-4,0.17,2,0.8,-7,8.9,-7
O=C1OCC(CO)(CO)N=C1NNc1ccc(Cl)c(Cl)c1,-6,-3.5,-3,nt,17,0.6,-4,-0.6,-4

# (continued)
SMILES,Rad51 HR inh,TNF death inh,eIF4E 4G PPI,Cl transport mod,Calpain2 inh,PERK inh,MDM2 E3 inh,zVAD death inh,EBV gp42 inh
C/C(Nc1ccccc1)=C(/C#N)C(N)=O,-5,0.1,-5,0.45,-28,1.1,-22,0.3,-19
CCOC(=O)c1ccc(NC(=O)CCC(CC)C(=O)O)cc1 (configuration not stated),-4,0.2,-6,nt,3,0.8,-19,0.6,-14
COc1ccc(-c2cn3cccc(C)c3n2)cc1F,2,-1.3,4,-1.2,-50,-0.9,-94,-1.7,-6
COc1ccc2c(c1)c(=O)oc1cc(OCC(=O)NC3CC3)ccc12,0,0.1,-22,-0.3,-382,-1.0,8,0.1,-37
COC(=O)c1cc2n(n1)CCN(Cc1ccc(OC)cc1)C2=O,8,0.1,5[fluorescence artefact?],nt,-2,1.2,12,-0.6,-24

# Structural class: those above containing bromine
SMILES,Rad51 HR inh,TNF death inh,eIF4E 4G PPI,Cl transport mod,Calpain2 inh,PERK inh,MDM2 E3 inh,zVAD death inh,EBV gp42 inh
CC1=C(C(=O)NCc2ccccc2)C(c2cc(Br)cc(Br)c2OC(C)C)NC(=O)N1 (configuration not stated),1,-1.5,-7[fluorescence artefact?],0.74,-7,-0.4,-9,-0.1,-7
CN(C(=O)c1ccc(COc2ccccc2Br)o1)c1ccccc1,36,-2.0,-2,-1.9,6,0.7,-11,-0.1,4
